Source: PubChem (several laboratories)
bIAP inh: blocks bovine intestinal alkaline phosphatase activity. purified bovine IAP, CDP-star luminescence, 30 min. inhibition, % at 20 µM. 190,000 tested, under 10 active;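 active = over 50% inhibition of intestinal alkaline phosphatase at 20 µM in the single-dose screen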
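Assay system – bovine IAP enzyme · Quantity – bovine IAP at 1/65,000,000 final dilution · Detection – CDP-star luminescence signal · Times – 30 min reaction at room temperature · Also added – CDP-star substrate at 30 µM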
bIAP activator: intestinal alkaline phosphatase (bovine) activation; purified bovine IAP, CDP-star luminescence, 30 min; stronger effect = higher value; fold of DMSO-control signal, blank-subtracted; activation factor at 20 µM; 200,000 tested, 0.17% active; AID 1016;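 active = activation factor of 2 or more at 20 µM, a signal rise over negative controls twice the positive control's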
HMGR II inh: blocks class II HMG-CoA reductase of Enterococcus faecalis; purified E. faecalis HMGR, NADPH absorbance 340 nm kinetic; inhibition, % at 10 µM; 190,000 tested, 0.41% active; AID 1066;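 active = inhibition above a set limit, the median over all tested compounds plus 3 SD, cut at about 9.5% in these data; inconclusive = no clear call, values can overlap the other calls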;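 also: enzyme runs in reverse so mevalonate oxidation gives rising NADPH absorbance; 0% = complete reaction with DMSO and 100% = background rate lacking mevalonate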
PPARg SRC1 recr: promotes SRC-1 coactivator recruitment by human PPARgamma | PPARgamma-SRC-1 coactivator recruitment biochemical assay | P37231 | activation, % at 8 µM | AID 631 | 200,000 tested, 0.41% active; in the data active = activation above about 19%;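 also: 0% = DMSO and 100% = reference agonist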
Target sequence (P37231 whole entry, looked up): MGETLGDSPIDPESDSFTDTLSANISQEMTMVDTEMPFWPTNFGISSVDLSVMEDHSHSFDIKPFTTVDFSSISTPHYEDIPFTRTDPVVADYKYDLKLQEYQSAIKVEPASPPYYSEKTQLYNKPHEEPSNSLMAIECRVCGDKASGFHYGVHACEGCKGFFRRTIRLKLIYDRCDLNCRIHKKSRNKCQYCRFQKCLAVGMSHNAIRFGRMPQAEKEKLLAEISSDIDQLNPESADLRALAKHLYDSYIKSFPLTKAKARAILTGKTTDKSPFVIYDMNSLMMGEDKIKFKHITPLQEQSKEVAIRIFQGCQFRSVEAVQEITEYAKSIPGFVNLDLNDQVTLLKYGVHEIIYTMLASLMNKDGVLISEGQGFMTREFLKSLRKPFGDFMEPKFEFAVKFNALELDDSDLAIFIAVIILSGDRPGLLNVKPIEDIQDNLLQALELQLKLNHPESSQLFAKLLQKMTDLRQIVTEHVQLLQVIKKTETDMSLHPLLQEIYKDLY
SRC2 TRFRET art: counter-screen for PPARgamma SRC-2 recruitment agonists: TR-FRET artefact; stronger effect = higher value; TR-FRET ratio at 8 µM; 200,000 tested, 0.4% active; in the data active = TR-FRET ratio above about 2000; also: inactives centre near 1500
PPARg SRC3 recr: agonists of human PPARgamma SRC-3 coactivator recruitment; biochemical PPARgamma/SRC-3 coactivator recruitment assay; activation, % at 8 µM; 200,000 tested, 0.26% active; AID 731; in the data active = activation above about 23%;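 also: 0% = DMSO and 100% = reference agonist; some compounds past the cut are filed as inactive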
TNAP act hi DEA: increases human TNAP activity under high phosphate acceptor concentration | activation factor at 20 µM | purified TNAP, CDP-star luminescence, 1 M DEA, 30 min; stronger effect = higher value; 0 = EDTA background, 1 = DMSO-only activity | 200,000 tested, under 10 active;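 active = activation factor at least 2 at 20 µM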
Target sequence (P05186 whole entry, looked up): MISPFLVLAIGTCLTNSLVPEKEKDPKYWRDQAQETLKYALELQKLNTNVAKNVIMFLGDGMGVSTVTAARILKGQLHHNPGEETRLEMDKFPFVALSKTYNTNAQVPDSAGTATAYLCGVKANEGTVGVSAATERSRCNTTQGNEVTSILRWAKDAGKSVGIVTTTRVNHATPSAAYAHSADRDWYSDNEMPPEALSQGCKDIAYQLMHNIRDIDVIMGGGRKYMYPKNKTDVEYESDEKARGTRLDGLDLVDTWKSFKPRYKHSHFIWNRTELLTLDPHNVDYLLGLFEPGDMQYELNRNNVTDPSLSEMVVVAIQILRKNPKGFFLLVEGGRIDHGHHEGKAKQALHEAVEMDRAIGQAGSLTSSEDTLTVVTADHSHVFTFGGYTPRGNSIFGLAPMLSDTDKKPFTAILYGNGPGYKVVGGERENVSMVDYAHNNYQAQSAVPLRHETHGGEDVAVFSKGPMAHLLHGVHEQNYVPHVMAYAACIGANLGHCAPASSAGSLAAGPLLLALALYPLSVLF
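Assay system: human TNAP; Input: enzyme diluted 1/800 final; Reagent: CDP-star luminogenic substrate at 100 µM final; Timing: 30 min, room temperature; Signal: luminescence; Evaluation: TNAP activation factor scaled between EDTA and DMSO control wells.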
TNAP inh no acc: TNAP (human) inhibition, acceptor-free conditions; P05186; purified TNAP, CDP-star luminescence, 30 min; inhibition, % at 20 µM; 200,000 tested, 0.26% active;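 active = tissue-nonspecific alkaline phosphatase inhibition above about 50% at 20 µM in the single-dose screen, limit read from the data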;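 also: 0% = DMSO negative control and 100% = EDTA positive control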
TNAP inh hi DEA: TNAP (human) inhibition, high acceptor; inhibition, % at 20 µM; purified TNAP, CDP-star luminescence, 1 M DEA; AID 1135; 200,000 tested, 0.03% active; P05186;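 active = over 50% inhibition of tissue-nonspecific alkaline phosphatase at 20 µM in the single-dose screen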;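 also: plate controls were DMSO wells for no effect and EDTA-quenched wells as full inhibition for full effect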
PPARg SRC-2 ag: PPARgamma-driven SRC-2 recruitment agonism. P37231. PPARgamma LBD-SRC-2 recruitment, biochemical. activation, % at 8 µM. 200,000 tested, 0.34% active. AID 1032; in the data active = activation above about 22%;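 also: 0% = vehicle and 100% = reference agonist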
* hit, by the source's call; u = inconclusive.

Molecule	bIAP inh	bIAP activator	HMGR II inh	PPARg SRC1 recr	SRC2 TRFRET art	PPARg SRC3 recr	TNAP act hi DEA	TNAP inh no acc	TNAP inh hi DEA	PPARg SRC-2 ag
O=C(CSc1nnc(COc2ccccc2)o1)N1CCOCC1	-13	1.1	4	-4	1361	1	1.1	-6	-6	4
CCOc1ccc(NC(=O)c2cccs2)c([N+](=O)[O-])c1	-1	1	0	-2	1341	-1	1	-1	0	7
Cc1nc(OCc2ccccc2)c2ccccc2n1	7	0.9	-6	-6	1543	-1	1	-5	1	1
C#CCNC(=O)C1=C[C@H](c2ccc3c(c2)OCO3)[C@@H](CCCO)[C@H](OCC)O1	-6	1.1	-1	0	1483	-2	1.1	-10	-10	-1
C/C(=C\c1ccco1)C1C(C#N)=C(N)Oc2n[nH]c(-c3ccccc3)c21 (stereo not given)	4	1	-1	-4	1480	3	1	25	2	-2
C#CCOCCOCCOCCNc1nc(N2CCN(C(=O)[C@H](CCC(=O)O)n3cc(C(N)CO)nn3)CC2)nc(N2CCN(C(=O)[C@H](CCC(=O)O)n3cc(C(N)[C@H](C)CC)nn3)CC2)n1 (stereo not given in full)	-13	1.1	-4	-7	1315	-3	1	-8	-5	-9
CCOCN(C(=O)Cn1c(COC)nc2ccccc21)c1c(C)cccc1CC	31	0.7	3	-6	1468	-5	1	-6	-4	-2
Fc1ccccc1NC(=S)NNc1ncc(C(F)(F)F)cc1Cl	-13	1.1	-2	0	1614	-8	0.9	0	5	9
Cc1ccc2cc(CN(CC3CCCO3)S(=O)(=O)c3ccccc3)c3nnnn3c2c1 (stereo not given)	10	0.9	-1	7	1502	15	1	-2	2	2
NS(=O)(=O)c1cccc(NC(=O)Cn2cnc3ccccc3c2=O)c1	8	0.9	0	0	1506	2	0.9	11	11	11
CC(=O)OC(CC(=O)O)C[N+](C)(C)C (stereo not given)	10	0.9	-5	6	1429	-1	1	-9	-3	2
O=C(O)c1cc2c(s1)-c1ccccc1OC2	0	1	3	0	1527	-2	1	-4	-2	4
COc1cc(CN2CCCC(C)C2)cc([N+](=O)[O-])c1O (stereo not given)	24	0.8	2	-4	1479	6	0.9	1	6	-6
CCOc1ccc(-c2cn(-c3cccc(SC)c3)c(=O)[nH]2)cc1	-41	1.4	0	5	1465	4	1.1	-7	-8	-6
COCCCNc1nc2nonc2nc1N(C)CC1CCCN1C (stereo not given)	11	0.9	1	1	1578	3	1	-9	-4	-7
CCSc1nnc(-c2cccc(S(=O)(=O)N(C)C)c2)n1-c1cc(OC)ccc1OC	-5	1	-5	-3	1482	2	1.1	-17	-10	-3
Cn1nnnc1Sc1c(Cl)cccc1[N+](=O)[O-]	-6	1.1	-3	9	1558	2	1.1	-5	-5	-9
O=C(c1nc2ncccn2n1)N1CCN(c2ccccc2)CC1	13	0.9	-5	1	1390	2	1.1	-13	-7	0
O=C(CNCCO)NC12CC3CC(CC(C3)C1)C2	8	0.9	-2	-1	1556	-5	1.1	-8	-8	10
COC(=O)c1cc(OC)c(OC)cc1NCC(=O)Nc1ccc(OC)c(OC)c1	0	1	-2	0	1411	-1	1	-3	-1	-3
O=C(CCCCCNc1nc(=S)[nH]c2ccccc12)N1CCN(c2ccccn2)CC1	-6	1.1	1	8	1698	5	1	-2	0	-9
O=C1c2ccccc2C(Nc2ccc(Cl)cn2)N1Cc1ccccc1 (stereo not given)	-8	1.1	2	0	1332	2	1	-19	-3	7
CCn1ccc(C(=O)NC2=C(C#N)CCC2)n1	-8	1.1	-7	-1	1492	-2	1	-6	1	-9
Cn1c(NC(=O)/C=C\c2ccccc2)cc(=O)n(C)c1=O	4	1	1	7	1492	0	1	-8	-2	3
Cc1nn(-c2ccccc2)c(Cl)c1/C=N/Nc1ccc(Cl)c(C(=O)O)c1	-4	1	2	-1	1692	0	1	-17	-4	1
CCC1(CC)NC(=O)N(Cc2nc3ccccc3s2)C1=O	-16	1.2	-6	-3	1636	1	1.1	-18	-6	0
CC(C)NC(=S)NCc1cccnc1	14	0.9	2	5	1700	0	1	-21	-3	12
COc1ccc(OC)c(S(=O)(=O)NC(N)=NCCc2ccccc2)c1	14	0.9	-2	2	1630	-1	1	15	0	-1
COc1ccccc1/C=C/C(=O)NNC(=O)c1cccs1	-87	1.9	-2	6	1500	4	1	-80	-4	3
CC1=C/C(=N\NC(=S)Nc2cccnc2)CC(C)(C)C1	0	1	-8	-1	1554	3	1.1	-24	-6	8
O=C(NC1CCCC1)C1CCN(S(=O)(=O)N2CCCCC2)CC1	4	1	-2	7	1639	-1	1	-9	-3	-3
O=S(=O)(/C=C/c1ccccc1)NC1CCCCCCC1	-1	1	0	4	1545	1	1.1	-1	-7	-2
Cc1ccc(C)c(Cn2nnc3c(=O)[nH]c(C4CCCN(C(=O)C5CCCCC5)C4)nc32)c1 (stereo not given)	0	1	-4	1	1518	6	1	-2	2	5
CC(=O)NC1C(=O)N=C(SC(C)C(=O)Nc2cccc(Cl)c2)NC1=O (stereo not given)	-5	1	2	6	1506	0	1.1	-15	-6	4
Cc1cc(C(=O)Nc2cccc([N+](=O)[O-])c2)c(C)o1	11	0.9	0	1	1408	1	1	-6	-2	-4
CCc1cccc(CC)c1NC(=S)NCCc1c(C)[nH]c2ccccc12	0	1	-4	2	1450	-1	1	-13	-4	0
COc1ccc(N2C(=O)CC(N3CCN(c4nc5ccccc5s4)CC3)C2=O)cc1 (stereo not given)	-8	1.1	0	-1	1547	-3	1	-7	2	-4
O=C(CSCc1ccc(Cl)cc1)Nc1nccs1	6	0.9	-3	-3	1473	-11	1.1	-11	-7	3
COC(=O)c1ccc(OC(=O)CCN2c3ccccc3Sc3ccccc32)cc1	-414	5.1*	-9	11	2002*	6	1	-5	2	16
Fc1ccc(CSc2ncnc3c2oc2ccccc23)cc1	6	0.9	-4	15	1720	10	1	-10	4	10
CSCCC1C(=O)OC2(C)CC(C)(C)NC(=S)N12 (stereo not given)	12	0.9	-1	0	1823	11	1.1	-7	-7	-4
Cc1ccc(/C(O)=C2\C(=O)C(=O)N(CCc3c[nH]c4ccccc34)C2c2cccnc2)cc1 (stereo not given)	0	1	-2	0	1574	0	1	-6	-1	4
CC(C)C(c1nnnn1C1CCCC1)N1c2ccccc2CC1C (stereo not given)	-7	1.1	-5	-6	1432	-4	1	-16	-4	1
COc1ccc(C(=O)NC(=S)Nc2cccc(NC(=O)c3ccco3)c2)cc1[N+](=O)[O-]	16	0.8	-7	6	1714	0	1	-1	3	-5
Cc1nnc(SCc2cc(=O)[nH]c(=S)[nH]2)s1	11	0.9	-2	10	1828	6	1.1	-8	-6	-6
CCOCCn1c(CN2CCN(c3ccc(F)cc3)CC2)nc2c1c(=O)n(C)c(=O)n2C	-5	1	-1	-2	1468	-4	1	22	3	2
O=C(COC(=O)Cc1ccc(Br)cc1)NC1CCCCCC1	-15	1.1	-6	6	1603	7	1.1	-11	-7	8
COCCNc1nc2nonc2nc1N(C)Cc1cccc2cnccc12	-14	1.1	-6	5	1548	0	1	-1	3	6
COc1ccc(-c2nc(CN3CCN(c4ncccn4)CC3)c(C)o2)cc1C	2	1	-1	0	1685	2	1.1	-14	-6	-4
CCOC(=O)N1CCN(C(=O)C(=O)NNC(=O)COc2ccc(Cl)cc2)CC1	-11	1.1	1	-6	1502	1	1	-46	-5	-10

Structural class, the compounds so far with a thiophene ring, fused or not.
Molecule	bIAP inh	bIAP activator	HMGR II inh	PPARg SRC1 recr	SRC2 TRFRET art	PPARg SRC3 recr	TNAP act hi DEA	TNAP inh no acc	TNAP inh hi DEA	PPARg SRC-2 ag
CCOc1ccc(NC(=O)c2cccs2)c([N+](=O)[O-])c1	-1	1	0	-2	1341	-1	1	-1	0	7
O=C(O)c1cc2c(s1)-c1ccccc1OC2	0	1	3	0	1527	-2	1	-4	-2	4
COc1ccccc1/C=C/C(=O)NNC(=O)c1cccs1	-87	1.9	-2	6	1500	4	1	-80	-4	3

Going on with the list:
Molecule	bIAP inh	bIAP activator	HMGR II inh	PPARg SRC1 recr	SRC2 TRFRET art	PPARg SRC3 recr	TNAP act hi DEA	TNAP inh no acc	TNAP inh hi DEA	PPARg SRC-2 ag
CCOc1cc(NC(=S)NCC2CCCO2)c(OCC)cc1NC(=O)c1ccc(C)cc1 (stereo not given)	-7	1.1	0	4	1547	2	1	-7	4	3
CCOC(=O)CCP(=O)(O)C(O)c1ccccc1 (stereo not given)	10	0.9	0	-2	1694	-2	1	13	-2	0
On1nnc2cc(C(F)(F)F)ccc21	-2	1	-2	-3	1342	3	1	-7	-1	-3
Cc1cc(C)c(C)c(S(=O)(=O)N2CCN(CC(=O)Nc3ccc([N+](=O)[O-])cc3)CC2)c1C	2	1	-2	3	1333	-3	1	-10	3	7
O=C(CCSCCC(=O)Nc1ccccc1F)Nc1ccccc1F	-2	1	2	9	1617	12	1	-10	-2	12
COc1cccc(NC(=O)c2cc(-c3ccncc3)nc3c(C)cc(C)cc23)c1	-9	1.1	u	2	1600	-2	1	-2	-3	6
CCOc1ccccc1Nc1nnc(SCC(=O)NC(=O)c2cccn2C)s1	-3	1	-1	1	1479	1	1.1	-8	-6	5
COc1ccc(C(=O)O)cc1F	4	1	3	8	1547	-3	1	-10	-5	-6
COc1ccc(/C=C(/C#N)C(=O)Nc2cccc(C)c2C)cc1C(=O)O	-1	1	-1	7	1686	-1	1	-13	0	9
C/C(=N\Nc1ccc([N+](=O)[O-])cc1)c1cc2ccccc2o1	14	0.9	0	4	1596	3	0.8	12	15	5
CCNC(=O)c1ccccc1CCc1ccccc1	1	1	-3	-1	1433	1	1.1	-10	-6	-1
c1ccc(-c2cn(-c3ccccc3)c3ncnc(N4CCCCC4)c23)cc1	-11	1.1	-7	13	1770	1	1	-3	-3	2
O=C(CN1C(=O)C2C3CCC(C3)C2C1=O)N1CCN(Cc2ccccc2)CC1 (stereo not given)	4	1	2	1	1709	2	1	-6	-3	-4
CCCc1nc2ccc([N+](=O)[O-])cc2[nH]1	8	0.9	0	-3	1248	-1	1	-7	-1	-1
Cc1ccc(C)c(NC(=S)N(Cc2ccco2)C(C)c2cccs2)c1 (stereo not given)	27	0.7	-6	-5	1455	-5	1.1	-13	-7	-2
COc1ccc(CCNC(=O)Cc2cc(OC)c(OC)cc2[N+](=O)[O-])cc1OC	-13	1.1	4	0	1263	-13	1	-10	-4	0
CC(C)(C)[C@H]1C=C(C(=O)N2CCN(Cc3ccccc3)CC2)O[C@@H](OCc2ccc(CO)cc2)C1	5	0.9	-4	8	1580	3	1.1	-4	-9	10
NS(=O)(=O)c1ccc(CNC(=O)C23CC4CC(CC(C4)C2)C3)cc1	6	0.9	-8	7	1516	4	1	-8	-1	4
CS(=O)(=O)N(Cc1ccccc1F)c1ccccc1	7	0.9	-4	2	1572	7	1	-8	-2	10
